A3G deaminase: blocks human APOBEC3G single-stranded DNA deamination. Q9HC16. recombinant A3G, ssDNA deamination FAM/TAMRA fluorescence. inhibition, % at 20 µM. actives 0.28% (n = 330,000). AID 493012;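 active = inhibition of at least 40% at 20 µM, with no more than 30% in the related APOBEC3A deaminase screen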;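 also: plate controls were DMSO wells with A3G for no effect and wells lacking A3G enzyme for full effect; some compounds called inactive have numbers as strong as hits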
hIAP act: increases human intestinal alkaline phosphatase activity; activation factor at 10 µM; actives 0.16% (n = 330,000); purified human IAP, CDP-Star luminescence, 30 min; active compounds read high; 1 = vehicle-only enzyme, 0 = enzyme-free background; AID 2524; P09923;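 active = activation factor of the enzyme at least 2-fold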; also: the source names both 10 and 20 µM as test concentration; values of inactives mirror those of a sister screen read the other way
Target sequence (P09923 whole entry, looked up): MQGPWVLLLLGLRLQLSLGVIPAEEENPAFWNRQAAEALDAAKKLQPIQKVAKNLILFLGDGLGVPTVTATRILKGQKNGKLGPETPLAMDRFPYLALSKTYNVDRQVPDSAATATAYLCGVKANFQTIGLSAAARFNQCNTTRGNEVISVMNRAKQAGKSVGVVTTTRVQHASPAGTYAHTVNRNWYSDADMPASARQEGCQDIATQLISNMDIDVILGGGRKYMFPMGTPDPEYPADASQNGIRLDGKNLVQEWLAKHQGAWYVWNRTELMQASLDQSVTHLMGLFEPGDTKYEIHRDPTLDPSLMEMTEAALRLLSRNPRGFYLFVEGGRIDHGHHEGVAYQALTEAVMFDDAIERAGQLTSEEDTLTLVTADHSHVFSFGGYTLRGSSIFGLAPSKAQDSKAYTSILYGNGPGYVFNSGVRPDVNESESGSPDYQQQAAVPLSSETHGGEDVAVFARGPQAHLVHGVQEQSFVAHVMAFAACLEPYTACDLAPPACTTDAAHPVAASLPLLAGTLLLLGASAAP
mIAP block: mouse IAP inhibition; AID 2806; actives 0.2% (n = 330,000); purified mouse IAP, CDP-Star luminescence, 30 min; inhibition, % at 10 µM;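 active = inhibition of at least 40% at 10 µM in the primary screen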;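 also: plate controls were DMSO with enzyme for no effect and no enzyme wells for full effect; values of inactives mirror those of a sister screen read the other way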
NALP3 yeast inh: blocks the NALP3 inflammasome reconstituted in yeast; Yeast reconstituted NLRP3/ASC/caspase-1, beta-gal luminescence, 24 h; inhibition, % at 10 µM; actives 0.39% (n = 330,000); AID 2825;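 active = inhibition of 50% or more; inactive = inhibition below 50%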;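 also: plate controls were induced DMSO wells for no effect and uninduced yeast grown without galactose for full effect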
beta cell repl: inducers of beta-cell replication in MIN6 cells; MIN6 cells proliferation, ATPlite luminescence, 48 h; cells starved in 0.2% serum; 100% = growth in 10% serum; proliferation, % at 10 µM; actives 0.29% (n = 330,000);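 active = compounds whose signal lies at least 3.5 SD above the mean of all wells on their plate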;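 also: 0% = DMSO-treated cells in low-serum medium and 100% = 10% serum control; some compounds called inactive have numbers as strong as hits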
hIAP inh: human IAP inhibition | P09923 | actives 0.12% (n = 330,000) | inhibition, % at 10 µM | purified IAP, CDP-Star luminescence, 30 min;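 active = inhibition reaching a set limit with compound at 10 µM in the primary screen, cut at about 35% in these data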;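 also: plate controls were DMSO wells with enzyme for no effect and no-enzyme buffer wells for full effect; values of inactives mirror those of a sister screen read the other way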
mIAP act: mouse IAP activation; muIAP, CDP-Star luminescence, 30 min; active compounds read high; 1 = vehicle-only enzyme signal, 0 = enzyme-free wells; activation factor at 10 µM; actives 0.24% (n = 330,000);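 active = activation factor of at least 2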; also: the source names both 10 and 20 µM as test concentration; values of inactives mirror those of a sister screen read the other way
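Assay system: mouse IAP enzyme; reagent: chemiluminescent substrate CDP-Star; dosing: test compounds delivered from DMSO solution; schedule: 30 min at room temperature; measured by: luminescence from enzymatic CDP-Star hydrolysis; controls: DMSO-only wells and no-enzyme negative control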
A3A deaminase: blocks human APOBEC3A ssDNA deamination; actives 0.41% (n = 330,000); P31941; inhibition, % at 20 µM; recombinant A3A, FAM/TAMRA ssDNA deamination fluorescence;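 active = at least 40% inhibition at 20 µM here, with at most 30% in a related deaminase screen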;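 also: plate controls were A3A with DMSO for no effect and wells lacking A3A enzyme for full effect; some results filed as inactive read as strong as hits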
Target sequence (P31941 whole entry, looked up): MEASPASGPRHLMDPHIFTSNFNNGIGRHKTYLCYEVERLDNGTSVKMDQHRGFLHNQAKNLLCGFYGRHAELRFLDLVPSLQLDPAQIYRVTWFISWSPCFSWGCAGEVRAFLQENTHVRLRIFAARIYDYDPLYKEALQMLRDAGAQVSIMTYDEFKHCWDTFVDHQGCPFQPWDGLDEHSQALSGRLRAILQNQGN
SENP1 inh: blocks the human SENP1 SUMO protease catalytic domain; Q9P0U3; recombinant SENP1 catalytic domain, CyPet-SUMO1-YPet FRET cleavage; inhibition, % at 10 µM; actives 0.21% (n = 360,000); AID 624204;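 active = inhibition at least 30% at 10 µM, raw YFP signal under a set limit, fluorescence ratio 0.5 to 1.5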;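 also: 0% = enzyme with DMSO and 100% = no enzyme wells; some results filed as inactive read as strong as hits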
Target sequence (Q9P0U3 419-644 limits assumed): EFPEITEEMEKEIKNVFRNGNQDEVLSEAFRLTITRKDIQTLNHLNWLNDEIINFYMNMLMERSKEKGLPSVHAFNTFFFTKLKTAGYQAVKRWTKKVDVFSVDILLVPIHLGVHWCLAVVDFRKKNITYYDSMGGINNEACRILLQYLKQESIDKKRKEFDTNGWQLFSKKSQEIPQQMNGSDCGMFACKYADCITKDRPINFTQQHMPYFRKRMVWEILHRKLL
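system = hSENP1 catalytic domain, recombinant | reagent = SFCypet-SUMO1-SFYpet substrate at 25 nM | doses = one dose per compound, 10 µM, 0.5% DMSO | incubation = enzyme reaction for 50 min at room temperature, dark | measured by = FRET, CFP and YFP emission | controls = no-enzyme low, enzyme-DMSO high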
Starred values were filed as active, the others as inactive. This is a subset; rates above refer to the full screens.

Cc1ccc(C(=O)O)cc1-c1ccc(/C=C2/NC(=O)N(c3ccccc3)C2=O)o1 was read as A3G deaminase 39, hIAP act 0.97, mIAP block 14, NALP3 yeast inh 4, beta cell repl -2, hIAP inh 3, mIAP act 0.86, A3A deaminase 78 and SENP1 inh -32.
`CCOc1ccccc1NC(=O)C(c1ccccc1)N1CCN(CC(=O)N2CCOCC2)CC1` (configuration not stated) gave A3G deaminase -2, hIAP act 1, mIAP block -9, NALP3 yeast inh 7, beta cell repl 0, hIAP inh 0, mIAP act 1.1, A3A deaminase 3 and SENP1 inh 0.
For COC(=O)C1=C(C)NC(=O)NC1c1ccc(OC(=O)c2ccco2)cc1 (configuration not stated) the results were A3G deaminase -11, hIAP act 0.85, mIAP block 2, NALP3 yeast inh 0, beta cell repl -3, hIAP inh 15, mIAP act 0.98, A3A deaminase 1 and SENP1 inh 1.
`CCCCN(CCNP(=O)(OCC)OCC)CP(=O)(OCC)OCC` gave A3G deaminase -3, hIAP act 1.1, mIAP block -8, NALP3 yeast inh 9, beta cell repl -3, hIAP inh -11, mIAP act 1.1, A3A deaminase -1 and SENP1 inh -3.
Screening CCOC(=O)C(=O)N1CCC(Cc2ccccc2)CC1 returned A3G deaminase -7, hIAP act 1, mIAP block 5, NALP3 yeast inh 18, beta cell repl 0, hIAP inh -4, mIAP act 0.95, A3A deaminase -2 and SENP1 inh -1.
COc1ccc(C)cc1NC(=O)CN1C(=O)COc2ccc(S(=O)(=O)N3CCCCCC3)cc21 was read as A3G deaminase -6, hIAP act 1.1, mIAP block 5, NALP3 yeast inh 1, beta cell repl -3, hIAP inh -7, mIAP act 0.95, A3A deaminase -2 and SENP1 inh 0.
`CC(C)CN(C(=O)COC(=O)c1ccc(Br)cc1)c1c(N)n(Cc2ccccc2)c(=O)[nH]c1=O` gave A3G deaminase -9, hIAP act 1.1, mIAP block -5, NALP3 yeast inh 0, beta cell repl -6, hIAP inh -13, mIAP act 1.1, A3A deaminase 0 and SENP1 inh 2.
CC1Cc2ccccc2N1C(=O)C1CCCCN1S(=O)(=O)c1ccccc1 (configuration not stated) was read as A3G deaminase -1, hIAP act 1.2, mIAP block -11, NALP3 yeast inh -4, beta cell repl 0, hIAP inh -22, mIAP act 1.1, A3A deaminase -1 and SENP1 inh 1.
For Oc1c(CN2CCOCC2)ccc2ccccc12 the results were A3G deaminase -10, hIAP act 0.92, mIAP block 7, NALP3 yeast inh 3, beta cell repl -3, hIAP inh 8, mIAP act 0.93, A3A deaminase -6 and SENP1 inh -3.
For Cc1cc(C)cc(-n2ncc3c2CCCC3NC(=O)C2(C(N)=O)CC2)c1 (configuration not stated) the results were A3G deaminase -11, hIAP act 1.3, mIAP block -2, NALP3 yeast inh 7, beta cell repl -2, hIAP inh -25, mIAP act 1, A3A deaminase -2 and SENP1 inh 1.
`O=C(O)/C=C/C(=O)Nc1ccc(C(=O)c2ccccc2)cc1` gave A3G deaminase -10, hIAP act 0.9, mIAP block -5, NALP3 yeast inh 19, beta cell repl 2, hIAP inh 10, mIAP act 1, A3A deaminase -1 and SENP1 inh 1.
COc1ccc(NC(=S)Nn2cnnc2)c(OC)c1 was read as A3G deaminase -4, hIAP act 1.2, mIAP block 19, NALP3 yeast inh 26, beta cell repl -5, hIAP inh -18, mIAP act 0.81, A3A deaminase -3 and SENP1 inh 1.

Continued, starting with the last 2 of the part before.
`O=C(O)/C=C/C(=O)Nc1ccc(C(=O)c2ccccc2)cc1` gave A3G deaminase -10, hIAP act 0.9, mIAP block -5, NALP3 yeast inh 19, beta cell repl 2, hIAP inh 10, mIAP act 1, A3A deaminase -1 and SENP1 inh 1.
COc1ccc(NC(=S)Nn2cnnc2)c(OC)c1 was read as A3G deaminase -4, hIAP act 1.2, mIAP block 19, NALP3 yeast inh 26, beta cell repl -5, hIAP inh -18, mIAP act 0.81, A3A deaminase -3 and SENP1 inh 1.
Screening COc1ccc(C(=O)N(CCN2CCOCC2)CC(=O)NC2CCCC2)cc1OC returned A3G deaminase 1, hIAP act 0.87, mIAP block -1, NALP3 yeast inh -1, beta cell repl 3, hIAP inh 13, mIAP act 1, A3A deaminase 3 and SENP1 inh 1.
Screening CN1CCN(S(=O)(=O)c2ccc(NC(=O)c3ccc(Br)o3)cc2)CC1 returned A3G deaminase -10, hIAP act 1.1, mIAP block 3, NALP3 yeast inh 8, beta cell repl 2, hIAP inh -12, mIAP act 0.97, A3A deaminase -1 and SENP1 inh 0.
`COC(=O)c1ccc(Oc2nc(NC(C)C)nc(N(C)C)n2)cc1` gave A3G deaminase -3, hIAP act 0.97, mIAP block 4, NALP3 yeast inh 18, beta cell repl -1, hIAP inh 3, mIAP act 0.96, A3A deaminase -2 and SENP1 inh 1.
`O=C(NCc1ccc2c(c1)OCO2)Oc1ccccc1` gave A3G deaminase -5, hIAP act 0.84, mIAP block 2, NALP3 yeast inh -1, beta cell repl 1, hIAP inh 16, mIAP act 0.98, A3A deaminase -4 and SENP1 inh 3.
`Cc1ccc(C2(C)NC(=O)N(CC(=O)NC(=O)NC(C)C)C2=O)cc1` (configuration not stated) gave A3G deaminase -5, hIAP act 0.85, mIAP block 1, NALP3 yeast inh 18, beta cell repl 2, hIAP inh 15, mIAP act 0.99, A3A deaminase 0 and SENP1 inh 1.
Screening COc1cccc(C(=O)Nc2cccc(-c3ccc(N4CCOCC4)nn3)c2)c1OC returned A3G deaminase -11, hIAP act 1.1, mIAP block 1, NALP3 yeast inh 0, beta cell repl -5, hIAP inh -8, mIAP act 0.99, A3A deaminase -5 and SENP1 inh 1.
Screening O=C(C1CCCN(S(=O)(=O)c2cccc3cccnc23)C1)N1CCN(c2ccccc2F)CC1 (configuration not stated) returned A3G deaminase -6, hIAP act 0.87, mIAP block 15, NALP3 yeast inh 15, beta cell repl -1, hIAP inh 13, mIAP act 0.85, A3A deaminase -3 and SENP1 inh 0.
`CCc1ccc(C(CNc2nc(C(F)(F)F)nc3ccccc23)N(C)C)cc1` (configuration not stated) gave A3G deaminase 1, hIAP act 0.95, mIAP block -1, NALP3 yeast inh 24, beta cell repl -4, hIAP inh 5, mIAP act 1, A3A deaminase 0 and SENP1 inh 0.
Screening O=C1Nc2ccccc2C1C(C[N+](=O)[O-])c1ccccc1 (configuration not stated) returned A3G deaminase -5, hIAP act 1.2, mIAP block 3, NALP3 yeast inh -4, beta cell repl -3, hIAP inh -16, mIAP act 0.97, A3A deaminase -1 and SENP1 inh 2.
For COc1ccc(CN2CCCC(C(=O)N3CCCCC3)C2)cc1 (configuration not stated) the results were A3G deaminase -9, hIAP act 1.3, mIAP block -1, NALP3 yeast inh 16, beta cell repl -4, hIAP inh -32, mIAP act 1, A3A deaminase -4 and SENP1 inh 1.
For Cc1cc(OC(=O)C2CC2)c([N+](=O)[O-])c(=O)[nH]1 the results were A3G deaminase -8, hIAP act 1.1, mIAP block -12, NALP3 yeast inh 6, beta cell repl -2, hIAP inh -8, mIAP act 1.1, A3A deaminase -5 and SENP1 inh -3.
Screening CCc1ccc(OCC(=O)Nc2ccc3oc(=O)ccc3c2)cc1 returned A3G deaminase -15, hIAP act 0.83, mIAP block -4, NALP3 yeast inh 18, beta cell repl 3, hIAP inh 17, mIAP act 1, A3A deaminase -5 and SENP1 inh -2.
`O=C(Cn1nnc(-c2cccs2)n1)N1c2ccccc2Sc2ccc(C(F)(F)F)cc21` gave A3G deaminase -3, hIAP act 0.97, mIAP block -3, NALP3 yeast inh 13, beta cell repl -5, hIAP inh 3, mIAP act 1, A3A deaminase 4 and SENP1 inh 2.
For Cc1ccc2c(c1)S/C(=C/c1ccc[n+](CCO)c1)N2C the results were A3G deaminase 15, hIAP act 0.9, mIAP block -2, NALP3 yeast inh 18, beta cell repl -6, hIAP inh 10, mIAP act 1, A3A deaminase 56* and SENP1 inh -1.
For COc1c(O)ccc(/C=N/NC(=O)c2ccc3c(c2)OCCO3)c1[N+](=O)[O-] the results were A3G deaminase 0, hIAP act 1, mIAP block 10, NALP3 yeast inh 21, beta cell repl 0, hIAP inh -2, mIAP act 0.91, A3A deaminase 5 and SENP1 inh -1.
For COc1ccc(C(=O)CCC(=O)N2CCN(c3cccc(Cl)c3)CC2)cc1 the results were A3G deaminase -6, hIAP act 0.95, mIAP block 21, NALP3 yeast inh 12, beta cell repl -2, hIAP inh 5, mIAP act 0.79, A3A deaminase -3 and SENP1 inh 1.
Screening CC1(C)Cc2c(cnn2-c2ccc(F)cc2)C(NC(=O)Cn2cncn2)C1 (configuration not stated) returned A3G deaminase 7, hIAP act 1.1, mIAP block -11, NALP3 yeast inh 23, beta cell repl -1, hIAP inh -10, mIAP act 1.1, A3A deaminase 2 and SENP1 inh -3.
Screening CCOC(=O)[C@H]1[C@H]2COc3ccc(OC)cc3[C@@H]2N2C(=O)c3ccc(F)cc3NC(=O)[C@@]12C returned A3G deaminase -10, hIAP act 1, mIAP block -4, NALP3 yeast inh -6, beta cell repl -4, hIAP inh -1, mIAP act 1, A3A deaminase -1 and SENP1 inh 1.
For CCNC(=S)N/N=C/c1ccc(C#N)cc1 the results were A3G deaminase -10, hIAP act 0.98, mIAP block 2, NALP3 yeast inh 1, beta cell repl -1, hIAP inh 2, mIAP act 0.98, A3A deaminase -7 and SENP1 inh -1.
`Cc1cccc(NC(=O)CC2NC3CCCCC3NC2=O)c1` (configuration not stated) gave A3G deaminase -4, hIAP act 1.1, mIAP block 7, NALP3 yeast inh -3, beta cell repl 0, hIAP inh -10, mIAP act 0.93, A3A deaminase -4 and SENP1 inh 2.
`C[C@H](NC(=O)c1nc[nH]c1C(=O)N[C@@H](Cc1ccccc1)C(=O)OCc1ccccc1)C(=O)OCc1ccccc1` gave A3G deaminase -6, hIAP act 1.4, mIAP block 17, NALP3 yeast inh 13, beta cell repl -8, hIAP inh -39, mIAP act 0.83, A3A deaminase -4 and SENP1 inh 4.
`Cc1ccc(NC(=O)C(C)c2ccc(-c3ccccc3)c(F)c2)c(C)c1` (configuration not stated) gave A3G deaminase -5, hIAP act 0.86, mIAP block -21, NALP3 yeast inh 18, beta cell repl -4, hIAP inh 14, mIAP act 1.2, A3A deaminase 4 and SENP1 inh 1.

Three records picked at random from the list so far, as already listed:
For COc1ccc(C(=O)CCC(=O)N2CCN(c3cccc(Cl)c3)CC2)cc1 the results were A3G deaminase -6, hIAP act 0.95, mIAP block 21, NALP3 yeast inh 12, beta cell repl -2, hIAP inh 5, mIAP act 0.79, A3A deaminase -3 and SENP1 inh 1.
Screening CC1(C)Cc2c(cnn2-c2ccc(F)cc2)C(NC(=O)Cn2cncn2)C1 (configuration not stated) returned A3G deaminase 7, hIAP act 1.1, mIAP block -11, NALP3 yeast inh 23, beta cell repl -1, hIAP inh -10, mIAP act 1.1, A3A deaminase 2 and SENP1 inh -3.
Screening CCOC(=O)[C@H]1[C@H]2COc3ccc(OC)cc3[C@@H]2N2C(=O)c3ccc(F)cc3NC(=O)[C@@]12C returned A3G deaminase -10, hIAP act 1, mIAP block -4, NALP3 yeast inh -6, beta cell repl -4, hIAP inh -1, mIAP act 1, A3A deaminase -1 and SENP1 inh 1.

Assay outcomes from PubChem.
